Nox1 inhibitor = inhibitors of human NADPH oxidase 1 (Nox1). 16,000 tested, 0.81% active. Q9Y5S8. HT29 cells, luminol chemiluminescence ROS. AID 1792, 2009. inhibition, % at 6.7 µM
OPRK1 antag MB = antagonists of human kappa opioid receptor OPRK1, Maybridge library. Kappa-type opioid receptor (Homo sapiens), P41145. OPRK1 cells, antagonist mode, fluorescence readout. inhibition, % at 9 µM. 16,000 tested, 0.4% active; in the data active = inhibition above about 50%
Target sequence (P41145 whole entry, looked up): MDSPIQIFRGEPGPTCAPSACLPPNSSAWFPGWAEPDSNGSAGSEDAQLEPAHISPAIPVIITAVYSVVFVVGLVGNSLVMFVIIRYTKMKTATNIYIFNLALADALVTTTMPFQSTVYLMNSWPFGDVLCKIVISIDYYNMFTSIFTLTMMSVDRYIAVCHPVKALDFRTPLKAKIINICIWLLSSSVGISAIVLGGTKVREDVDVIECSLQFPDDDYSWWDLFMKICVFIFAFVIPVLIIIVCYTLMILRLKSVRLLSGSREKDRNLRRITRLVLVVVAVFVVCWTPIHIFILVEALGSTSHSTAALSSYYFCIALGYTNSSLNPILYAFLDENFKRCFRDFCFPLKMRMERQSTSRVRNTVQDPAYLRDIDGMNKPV
TLR4-MyD88 inh = inhibitors of human TLR4-MyD88 binding | Toll-like receptor 4 (Homo sapiens), O00206 | Cell-based TLR4-MyD88 binding inhibition assay | AID 811, 2007 | 16,000 tested, 0.06% active | inhibition, % at 10 µM; in the data active = inhibition above about 45%
rat GALR2 agon = agonists of rat galanin receptor 2 (GALR2) | Galanin receptor type 2 (Rattus norvegicus), O08726 | cell-based GALR2 agonist screen | activation, % at 10 µM | 16,000 tested, 0.5% active; in the data active = activation above about 15%
S1P1 ag = activates the human S1P1 receptor | S1P1 agonist cell-based reporter assay | activation, % at 4.5 µM | Sphingosine 1-phosphate receptor 1 (Homo sapiens), P21453 | AID 1044, 2008 | 16,000 tested, 1.5% active; in the data active = activation above about 80%
NOTCH agonist = agonists of NOTCH signaling | NOTCH signaling luciferase reporter cells, luminescence | 15,000 tested, 0.4% active | activation, % at 2.5 µM; in the data active = activation above about 2.2%
luminol inh ctr = counter-screen for Nox1 inhibitors: inhibitors of luminol chemiluminescence; HRP/luminol/H2O2 chemiluminescence counterscreen; inhibition, % at 6.7 µM; 16,000 tested, 0.4% active; also: reference of the scale not given here
PME-1 Maybridge = inhibitors of human PME-1 in Maybridge library; Protein phosphatase methylesterase 1 (Homo sapiens), Q9Y570; recombinant PME-1, FP-Rh probe fluorescence polarization; inhibition, % at 9 µM; 16,000 tested, 0.5% active; AID 2291, 2010; in the data active = inhibition above about 30%
Target sequence (Q9Y570 whole entry, looked up): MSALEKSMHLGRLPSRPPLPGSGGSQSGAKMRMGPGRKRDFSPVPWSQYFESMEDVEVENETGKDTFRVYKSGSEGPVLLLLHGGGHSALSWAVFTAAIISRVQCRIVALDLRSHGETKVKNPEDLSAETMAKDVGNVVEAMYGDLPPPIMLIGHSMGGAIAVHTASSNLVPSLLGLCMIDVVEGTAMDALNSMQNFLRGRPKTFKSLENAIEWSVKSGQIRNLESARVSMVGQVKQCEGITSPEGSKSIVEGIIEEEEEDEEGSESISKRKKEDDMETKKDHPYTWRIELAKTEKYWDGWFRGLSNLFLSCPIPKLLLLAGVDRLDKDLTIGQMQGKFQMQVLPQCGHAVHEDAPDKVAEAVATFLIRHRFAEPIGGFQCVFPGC
Numbers without * were called inactive; . = no result given. Rule as the data show it, unless noted: active = inhibition above about 75%; inactive = the rest.

SMILES	Nox1 inhibitor	OPRK1 antag MB	TLR4-MyD88 inh	rat GALR2 agon	S1P1 ag	NOTCH agonist	luminol inh ctr	PME-1 Maybridge
CCOC(=O)/C(C#N)=C/N=C(N/N=C/c1ccc2c(c1)OCO2)SC	-65	-7	2	-6	0	0.2	0	0
Cc1nn(C)c2ncc(C(=O)Nc3ccc(F)c(Cl)c3)c(SC(C)C)c12	3	-12	-6	-8	8	-0.2	-5	-5
Cc1nc(C)c(Oc2ccc(Cl)cc2Cl)c(N2CCCCC2)n1	-15	23	.	-6	-1	0.3	0	1
COC(=O)c1cc(S(=O)(=O)Nc2cc(S(=O)(=O)N(C)C)ccc2C)oc1C	-13	-3	-1	-5	0	-0.2	-1	3
Cc1ccc(/C=N/NC(=O)/C(=C/c2ccccc2Cl)NC(=O)c2ccccc2)o1	-40	-1	-3	-14	8	.	2	-1
O=C(CCn1c(=O)oc2ccccc21)Sc1ccc(Cl)cc1Cl	9	17	3	-8	8	-0.9	-5	3
O=C(NC(=O)c1cn2cc(C(F)(F)F)cc(Cl)c2n1)Nc1ccc(Cl)cc1	-45	-2	-4	-1	-4	-0.2	-2	-4
CCOC(=O)C(=CNc1cc(C2CC2)nn1C)C(=O)OCC	-28	-2	-10	-6	-17	.	-7	8
COC(=O)c1cccn1S(=O)(=O)c1cc(C(F)(F)F)cc(C(F)(F)F)c1	-55	16	6	-5	-8	-0.2	-3	3
NNC(=S)Nc1ccccc1C(F)(F)F	-18	-15	0	-5	-19	.	-30	-5
Cc1csc(C(=O)NCC(=O)NNC(=O)c2cccc(Cl)c2)c1	-24	4	9	-7	6	2.1	-2	3
CN(C)C(c1ccccc1)c1ccccc1	-42	4	3	-7	-8	-0.8	-1	-1
Cc1cc(=O)n2[nH]c(C(F)(F)F)c(-c3ccccc3)c2n1	-94	-2	2	-4	-6	-0.4	4	-1
COc1cc(OCc2ccccc2)ccc1CN1CCC(C(=O)c2ccc(F)cc2)CC1	17	39	6	-9	-2	-0.5	-8	4
N#CCCN1C(=O)C2(OCCO2)C2CCCCC21 (stereo not given)	-32	1	21	-5	23	-0.3	3	-7
CC1Cn2c(=O)c3ccccc3c(=O)n2C1	29	27	20	-5	-3	0.9	-6	4
CCCCNC(=O)NS(=O)(=O)c1ccccc1C(F)(F)F	-52	0	1	-8	6	.	3	-2
COc1ccc(CN=C(C)c2c(O)c3ccccc3n(C)c2=O)cc1	-32	-20	3	1	-30	-0.7	1	-6
CCCn1c(=O)cc(N)n(-c2ccc(Cl)cc2)c1=O	5	-11	-20	-3	-20	0.1	2	-2
COc1ccc2nc(/N=C/c3cc([N+](=O)[O-])cc([N+](=O)[O-])c3O)sc2c1	-14	-47	-3	-8	-2	0.1	-9	0
COC(=O)c1csc(S(=O)(=O)N=S(C)(=O)c2ccc(C)cc2)c1OC (stereo not given)	13	-8	0	-3	-4	-0.1	-5	4
COC(=O)CC/C(=N\NS(=O)(=O)c1ccc(C)cc1)c1ccn(S(=O)(=O)c2ccccc2)c1	-31	7	7	-7	-6	-0.2	4	6
Cc1ccc(S(=O)(=O)NC(=O)NCc2ccco2)cc1	19	20	3	-2	3	0.7	-5	4
O=C(CSCCS(=O)(=O)c1ccc(Cl)cc1)Nc1ccccc1	-19	-15	0	-5	6	-5.9	-2	-1
CC(=O)n1nc(C)c(Sc2ccc(C(F)(F)F)cn2)c1C	3	-2	-1	-6	5	-0.1	-5	1
N/C(COc1ccc(Cl)cc1Cl)=N\O	33	16	4	-3	11	-0.2	-1	9
CC(=O)c1ccc(SC(C)C)c([N+](=O)[O-])c1	-15	-5	-2	1	16	0.4	4	4
CC(C)(C)N=C1NN=C(c2ccc(Cl)cc2)CS1	-10	10	8	-7	-4	-1.2	3	0
CS/C(=C\C(=O)c1cccs1)NCc1ccco1	-16	-15	2	-7	6	-0.1	1	0
Cc1cc(-c2onc(C)c2C(N)=O)no1	-62	11	-4	-4	8	-0.2	-4	0
C/C(=N\OC(=O)c1ccccc1)c1csc(-c2cc(C)on2)n1	-46	18	-2	-7	-5	0.2	3	-2
N#CC1=C(N)OC(C2CC2)=C(C#N)C1c1cccs1 (stereo not given)	-21	9	0	-2	0	-0.4	3	6
O/N=C/c1ccnc(SCc2ccc(Cl)cc2)n1	-30	-13	7	-5	45	-0.4	-4	-10
Cc1cc(NC(=O)c2ccno2)no1	11	15	4	-5	-3	-0.6	-3	0
Nc1c(-c2nnc(SCC(=O)c3ccccc3)o2)cnn1-c1ccccc1	26	4	-6	-7	15	0.2	3	-15
Cc1cc(C)c2c(N)c(C(N)=O)sc2n1	-28	-8	-1	-3	28	0.1	3	-3
Cn1c(CSC2CN(C(c3ccccc3)c3ccccc3)C2)n[nH]c1=S	-12	-15	-16	-6	-13	-0.5	18	11
CC(C)CCOS(=O)(=O)c1ccc2c(c1)Cc1cc(S(=O)(=O)OCCC(C)C)ccc1-2	-15	-2	5	-3	-19	0.3	-1	0
CSc1sc(C(=O)NC(=O)Nc2ccc(Cl)cc2)c2c1-c1nocc1CC2	9	68*	-3	-3	108*	1.4	-8	8
COCCCNC1=C(C#N)C(=O)NC(c2cccs2)S1 (stereo not given)	-38	19	12	-2	-4	-0.6	9	-2
O=C(Nc1ccc(F)cc1)c1ccccc1N=Cc1ccccc1O	-1	-9	-12	-6	5	-0.7	1	8
O=c1c(N=Nc2n[nH]c3nnc(-c4ccccc4)c(-c4ccccc4)c23)c(O)nc2ccccn12	-38	19	1	-9	21	-0.1	4	-21
Cc1ccc(C(=O)NC(=O)c2ccccc2O)cc1	23	15	3	-1	6	0.7	-3	8
COc1cccc(-c2c3c([nH]c(=O)c2C#N)CCc2cc(OC)ccc2-3)c1	6	-171	3	53*	-7	-0.5	0	3
CC(C)Sc1n[nH]c(=O)n1C(C)C	-1	0	7	-8	-1	-0.5	-1	-1

3 entries from above, ordered by formula weight, lowest first.
SMILES	Nox1 inhibitor	OPRK1 antag MB	TLR4-MyD88 inh	rat GALR2 agon	S1P1 ag	NOTCH agonist	luminol inh ctr	PME-1 Maybridge
O/N=C/c1ccnc(SCc2ccc(Cl)cc2)n1	-30	-13	7	-5	45	-0.4	-4	-10
C/C(=N\OC(=O)c1ccccc1)c1csc(-c2cc(C)on2)n1	-46	18	-2	-7	-5	0.2	3	-2
O=C(Nc1ccc(F)cc1)c1ccccc1N=Cc1ccccc1O	-1	-9	-12	-6	5	-0.7	1	8

(further entries)
SMILES	Nox1 inhibitor	OPRK1 antag MB	TLR4-MyD88 inh	rat GALR2 agon	S1P1 ag	NOTCH agonist	luminol inh ctr	PME-1 Maybridge
CCOc1c(N2CC(C)OC(C)C2)c(=O)c1=O (stereo not given)	-3	23	-11	-8	-6	-0.1	-5	3
CC(=O)Nc1nc(-c2cccs2)cs1	-35	2	-4	-7	-1	0.6	9	1
Cc1noc(C)c1C(=O)c1c(C)[nH]n(-c2ccccc2)c1=O	-57	26	8	-5	7	0.1	4	4
O=[N+]([O-])C(CO)(CO)c1ccccc1	-19	28	-6	-6	-7	-0.8	2	0
CSc1sc(C(=O)NC(=O)NCc2ccncc2)c(C)c1-c1ccon1	-31	-45	-8	-5	0	0.4	4	2
CCOC(=O)c1cc2c(c(CSc3ccc(Cl)cc3)c1)OCOC2	-16	-13	-6	-10	-14	0.1	2	-5

Structural class: those above containing a thiophene ring, fused or not.
SMILES	Nox1 inhibitor	OPRK1 antag MB	TLR4-MyD88 inh	rat GALR2 agon	S1P1 ag	NOTCH agonist	luminol inh ctr	PME-1 Maybridge
Cc1csc(C(=O)NCC(=O)NNC(=O)c2cccc(Cl)c2)c1	-24	4	9	-7	6	2.1	-2	3
COC(=O)c1csc(S(=O)(=O)N=S(C)(=O)c2ccc(C)cc2)c1OC (stereo not given)	13	-8	0	-3	-4	-0.1	-5	4
CS/C(=C\C(=O)c1cccs1)NCc1ccco1	-16	-15	2	-7	6	-0.1	1	0
N#CC1=C(N)OC(C2CC2)=C(C#N)C1c1cccs1 (stereo not given)	-21	9	0	-2	0	-0.4	3	6
Cc1cc(C)c2c(N)c(C(N)=O)sc2n1	-28	-8	-1	-3	28	0.1	3	-3
CSc1sc(C(=O)NC(=O)Nc2ccc(Cl)cc2)c2c1-c1nocc1CC2	9	68*	-3	-3	108*	1.4	-8	8
COCCCNC1=C(C#N)C(=O)NC(c2cccs2)S1 (stereo not given)	-38	19	12	-2	-4	-0.6	9	-2
CC(=O)Nc1nc(-c2cccs2)cs1	-35	2	-4	-7	-1	0.6	9	1
CSc1sc(C(=O)NC(=O)NCc2ccncc2)c(C)c1-c1ccon1	-31	-45	-8	-5	0	0.4	4	2

An unsorted share of the library. About 4.8% of those tested had a hit in this group.
